OX1R antag-1: antagonists of human orexin 1 receptor | inhibition, % at 5 µM | AID 434989 | CHO/OX1R cells, Fluo-8 calcium fluorescence, orexin A | O43613 | 330,000 tested, 0.43% active;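 active means inhibition above its plate's threshold, mean inhibition of all tested compounds on the plate plus 3 SD, cut at about 37% in these data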;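 further: 0% = orexin A challenge wells and 100% = SB-334867-A antagonist wells; not every result past the cut was called active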
Target sequence (O43613 whole entry, looked up): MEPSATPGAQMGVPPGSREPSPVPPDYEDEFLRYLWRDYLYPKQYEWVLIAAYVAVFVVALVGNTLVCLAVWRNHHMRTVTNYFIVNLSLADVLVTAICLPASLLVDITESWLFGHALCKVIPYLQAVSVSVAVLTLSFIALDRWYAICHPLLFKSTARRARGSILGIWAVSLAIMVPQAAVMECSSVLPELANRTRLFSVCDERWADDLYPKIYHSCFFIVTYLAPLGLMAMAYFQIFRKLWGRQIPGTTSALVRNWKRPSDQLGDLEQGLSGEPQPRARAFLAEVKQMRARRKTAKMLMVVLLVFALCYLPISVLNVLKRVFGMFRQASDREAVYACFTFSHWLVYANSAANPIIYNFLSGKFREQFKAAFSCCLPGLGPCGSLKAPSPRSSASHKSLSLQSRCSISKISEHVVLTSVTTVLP
OX1R antag-2: antagonists of human orexin 1 receptor (OX1R); O43613; OX1R-expressing cells, FRET antagonist read-out; inhibition, % at 6.6 µM; 330,000 tested, 1.8% active; AID 485270; in the data active means inhibition mostly above about 38%, no sharp cut-off; inactive means mostly below about 40%;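 further: 0% = agonist challenge alone and 100% = reference antagonist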
Starred values were filed as active, the others as inactive; & = joins results of further samples.

SMILES | OX1R antag-1 | OX1R antag-2
O=C(Cn1c(=O)n(CC2CCCO2)c(=O)c2ccccc21)N1CCN(c2ccccc2)CC1 (configuration not stated) | -19.5 | 9.2
N#C/C(=C\c1ccc(F)cc1)C(=O)NC1CCS(=O)(=O)C1 (configuration not stated) | -12.0 | 6.0
O=C(OCc1nc2ccc(Cl)cc2n1CCO)c1ccc2c(c1)OCO2 | -8.2 | 24.5
Cc1nn(Cc2ccc(F)cc2Cl)c(C)c1[N+](=O)[O-] | -25.7 | 28.8
COc1ccc2c(c1)N(C)C(=O)CC(c1ccccc1)=N2 | -16.3 | 21.0
c1ccc2nc(N3CCCC3)c(N3CCCC3)nc2c1 | -13.2 | 16.8
CCN1C(=O)/C(=c2\s/c(=C3\Sc4ccccc4N3C)c(=O)n2C)N(C)C1=S | -17.3 | 7.7
Cc1nnnn1/C(=C\c1ccccc1)C(=O)OCC(=O)N1CC2(C)CC1CC(C)(C)C2 (configuration not stated) | -21.2 | 26.9
O=C(NCc1ccco1)c1cc2nc(-c3cccs3)cc(C(F)(F)F)n2n1 | -11.2 | -1.7
CCCC1C(c2ccccc2)C(C#N)(C#N)C2(C#N)CC1(N)NC2=O (configuration not stated) | -11.7 | 26.1
O=C(Cn1c(=O)c(=O)n(Cc2ccccc2)c2ccc(Cl)cc21)Nc1cc(F)ccc1F | -32.0 | 9.4
COc1ccccc1C1c2ccc3ccccc3c2Oc2ncn(CCN(C)C)c(=N)c21 (configuration not stated) | -4.8 | -1.2
O=[N+]([O-])c1ccc2c(c1Nc1ccccc1)=NC1(CCCCC1)N=2 | -20.7 | 31.6
O=S(=O)(c1cc(F)ccc1F)N1CCC2(CC1)OCCO2 | -4.6 | -6.5
COc1ccc(-c2n[nH]c(=S)n2Cc2ccco2)cc1 | -13.4 | 8.3
COc1ccc2nc(NC(=O)CCc3cc(OC)c(OC)c(OC)c3)sc2c1 | -25.7 | 16.9
CCN(C(=O)c1cc2ccccc2o1)C12CC3CC(CC(C3)C1)C2 | -20.5 | 1.7
Nc1cc(=O)[nH]c(SCC(=O)Nc2ccc3c(c2)CCC3)n1 | 0.3 | 18.2
CCCN1CCN(C(=S)Nc2ccc3nc(N4CCN(CC)CC4)cc(C)c3c2)CC1 | -1.4 | 6.4
O=C1C=C(c2ccc3ccccc3c2)C[C@@H](c2ccc(F)cc2)C1 | -32.8 | 7.2
O=C(NC1CCS(=O)(=O)C1)c1ccc2c(c1)OCO2 (configuration not stated) | -3.1 | 10.6
O=C(/C=C/c1ccccc1)Nn1c(-c2cccs2)nc2ccccc2c1=O | -37.6 | 13.1
O=c1c2ccccc2nc(/C=C/c2cccc(Br)c2)n1CCCO | -13.1 | 20.1
CCC(C)(C)NC(=O)C(c1cccc(OC)c1OC)N(C(=O)CCC(=O)Nc1cc(C)on1)C(C)C (configuration not stated) | -27.9 | 23.2
CC(C)c1ccc(C(N)=S)cc1 | -14.2 | 2.0
Nc1c(C(=O)NCc2ccco2)nnn1Cc1ccccc1 | 14.5 | 10.1
O=C(Nc1cccc(S(=O)(=O)N2CCCCC2)c1)c1ccc2ncsc2c1 | -21.1 | 5.2
CCOc1ccc(NC(=O)CSc2nnc(C34CC5CC(CC(C5)C3)C4)n2C)cc1 | -30.7 | 10.3
CCC1S/C(=N/N=C/c2ccco2)N(Cc2ccccc2C)C1=O (configuration not stated) | -32.2 | 12.4
COc1ccc(NC(=O)Cn2ncn3nc(-c4ccc(OC)cc4)cc3c2=O)cc1 | -3.2 | 6.0
O=C(NCc1cccs1)C1(S(=O)(=O)c2ccccc2)CC=CC1 | -2.3 | 17.1
C/C(=N/NC(=O)CNC(=O)c1cccnc1)c1ccc(Cl)c(Cl)c1 | -9.4 | -0.5
O=C(CN1C(=O)c2ccccc2C1=O)Nc1nccs1 | -6.8 | 4.3
COc1ccc(C(C)=O)cc1CN(C)C | 0.2 | 8.2
Cc1cccc2c(=O)oc(-c3ccccc3Cl)nc12 | -23.3 | 8.2
CCCCOC(=O)c1nc(Cl)c(Cl)c(N)c1Cl | -27.2 | 35.1
CCN1CCN(CCCNC(=O)C2CCCN(c3nnc(-n4cccc4)s3)C2)CC1 (configuration not stated) | -13.1 | 4.6
Cc1ccc(Nc2nc(N3CCOCC3)nc(N3CCOCC3)n2)cc1Cl | -26.4 | 6.5
O=C(O)c1ccc(N(Cc2ccccc2)S(=O)(=O)c2ccccc2)cc1 | 0.8&-4.4 | 1.4&7.3
CN(C)CCN1C(=O)C(=O)/C(=C(/O)c2ccc(S(=O)(=O)N3CCOCC3)cc2)C1c1ccc(Br)cc1 (configuration not stated) | -5.8 | 17.6
CCOC(=O)C(C)(C)N(Cc1cccc(C)c1)S(=O)(=O)c1ccc(Cl)c([N+](=O)[O-])c1 | 8.0 | 16.4
O=C(c1ccc(S(=O)(=O)N2CCCC2)cc1)N1CCCCC1 | -3.9 | 16.5
CCCc1nnc(NC(=O)CCC(=O)N2CCN(Cc3cc(F)ccc3OC)CC2)s1 | -20.9 | -4.6
O=[N+]([O-])c1cc(-c2nc(-c3ccncc3)no2)ccc1Cl | -2.2 | 59.4
COc1cccc(C(=O)Nc2cccc(OCC(=O)c3ccccc3)c2)c1 | -33.8 | 18.9
O=C(NCc1ccco1)c1ccc2ccccc2n1 | -5.4 | 38.9
Cc1c(=O)n(OCc2cccc(F)c2)c2ccccc2[n+]1[O-] | -17.1 | 41.5*
CCN1CC(O)=C(c2nc3ccccc3s2)C1=N | -12.5 | 26.3
CCCc1cc(=O)oc2cc(C)cc(OC(C)C(=O)NCCCn3ccnc3)c12 (configuration not stated) | -17.8 | 9.1
CCOC(=O)N1CCN(C(=S)NC(=O)C23CC4CC(CC(C4)C2)C3)CC1 | -23.8 | 6.4
O=C(CCCC(=O)OCC(=O)c1ccc(Cl)cc1Cl)Nc1cc(C(F)(F)F)ccc1Cl | -20.1 | 15.0
CCCCCCn1c(SCCN2CCOCC2)nc2c1c(=O)[nH]c(=O)n2C | -15.9 | 5.0
COC(=O)N/N=C/c1ccc(OC(=O)/C=C/c2ccco2)cc1 | -8.7 | 0.5
C(=N\Nc1nncc2ccccc12)/c1ccccc1 | -8.6 | 4.2
CC(=O)c1ccc(N2CCN(C(=O)c3ccc(NC4=NC5CS(=O)(=O)CC5S4)cc3)CC2)cc1 (configuration not stated) | -2.0 | 7.1
CCOC(=O)C1CCCN(CC(=O)/C=C2/N(C)c3ccccc3C2(C)C)C1 (configuration not stated) | -16.7 | 12.2
Cc1nc(-c2cccnc2)sc1C(=O)Nc1ccc(Cl)cc1 | -12.4 | 6.9
CCOC(=O)c1sc(NC(=O)CSc2nc(C)cc(C(F)(F)F)n2)c(C#N)c1C | -11.2 | 5.1
CC(C)c1ccc(NC2CCCN(C(=O)CN3C(=O)CSC3=O)C2)cc1 (configuration not stated) | -9.8 | 1.3
CCOC(=O)C1=C[C@]2(CC)CCCN3CCc4c(n1c1ccccc41)[C@@H]32 | -23.9 | 14.4

More records follow:
SMILES | OX1R antag-1 | OX1R antag-2
O=C(OCC(=O)c1c[nH]c2ccccc12)C1=COCCO1 | -5.8 | 10.1
Cn1c(=O)n(C)c2cc(N3CCOCC3)c(NC(=O)c3ccc(F)cc3)cc21 | -7.1 | 10.4
CCOc1ccc(NS(=O)(=O)c2ccc(C(=O)N3CCN(c4ncccn4)CC3)cc2)cc1 | -5.8 | 11.4
N#Cc1ccccc1OCC(=O)NC(=O)NCc1ccco1 | -6.2 | 1.4
O=C(NCCc1ccccc1)c1cc(S(=O)(=O)N2CCCC2)ccc1F | -6.2 | 14.5
CCOc1ccc(-n2c(=S)sc3c(=O)n(-c4ccccc4)c(SCC(=O)O)nc32)cc1 | 3.2 | 7.2
Cc1ccc(N2CN(Cc3cccnc3)CNC2=S)c(C)c1 | -10.8 | 4.2
COc1cccc(OC)c1C(=O)Nc1cccc2c1CCCC2 | -8.6 | 73.4*
CCOC(=O)c1c(NC(=O)Cn2c(C)nc3ccccc32)sc2c1CCC2 | -42.3 | 25.4
O=C(C[n+]1cccc(CNC(=O)c2ccc(OC(F)F)cc2)c1)Nc1ccccc1Cl | -4.9 | 6.2
CCOC(=O)c1sc(NC(=O)c2ccc(S(=O)(=O)N3CCOCC3)cc2)nc1-c1ccccc1 | -15.2 | 18.4
O=C(Cc1ccc(Cl)cc1Cl)Nc1ccncc1 | 2.1 | 9.0
COc1ccc(OC)c(S(=O)(=O)n2nc(-c3ccccc3)cc2N)c1 | -28.2 | 12.4
COc1ccc(N2C(=O)C(F)(F)C2c2cccc(F)c2)cc1 (configuration not stated) | -29.6 | 10.9
Fc1ccc(CNC(=S)Nc2ccccc2F)cc1 | -10.5 | -0.4
COc1cccc(-c2nnc(NC(=O)c3ccc(S(=O)(=O)N(CC(C)C)CC(C)C)cc3)o2)c1 | -17.6 | 2.9
COc1ccc(S(=O)(=O)N(CC(=O)Nc2ccc(S(=O)(=O)N3CCOCC3)cc2)Cc2ccc(F)cc2)cc1 | 10.6 | -3.5
O=C(N/N=C\c1ccc[nH]1)c1cncc(Br)c1 | -4.5 | 6.6
O=C(O)CCSc1nc2ccccc2n1-c1ccccc1 | -10.6 | 2.2
Cc1ccccc1NS(=O)(=O)c1nnc(NC(=O)CC(C)C)s1 | -10.8 | -5.6
COc1cccc(CNS(=O)(=O)c2cc3c(cc2C)NC(=O)CO3)c1 | -16.6 | 3.9
O=C(c1ccc(Br)o1)N1CCN(c2ncccn2)CC1 | -21.6 | 12.3
Cc1c(C(=O)Nc2ccc(N3CCOCC3)cc2)oc2ccccc12 | 73.2* | 99.7*
CCC(=O)Nc1ccc(S(=O)(=O)N2CCN(c3ccc(F)cc3)CC2)cc1 | -4.7 | 10.0
COc1ccc(C(=O)O/N=C(\N)c2ccc(Cl)cc2)cc1 | -10.9 | 14.3
Cc1cc(C)cc(NC(=O)C(OC(=O)c2sccc2C)c2ccccc2)c1 (configuration not stated) | -12.8 | 56.4
COC(=O)CSC1=C(C#N)C(c2ccc(C)cc2)C2=C(CCCC2=O)N1 (configuration not stated) | -29.2 | 11.1
Cc1cc(-c2ccccc2)n(-c2ccccc2)n1 | -14.2 | 15.6
CCN(C(=O)COC(=O)CN1C(=O)c2ccccc2C1=O)c1ccccc1 | -10.8 | 3.9
COc1ccc(/C=N/NC(=O)c2ccccc2Cl)cc1CSc1nc2ccccc2s1 | -17.3 | 0.5

Compound profiles (already shown). Order of values: OX1R antag-1, OX1R antag-2
CCC1S/C(=N/N=C/c2ccco2)N(Cc2ccccc2C)C1=O (configuration not stated) is listed as -32.2, 12.4
CN(C)CCN1C(=O)C(=O)/C(=C(/O)c2ccc(S(=O)(=O)N3CCOCC3)cc2)C1c1ccc(Br)cc1 (configuration not stated) is listed as -5.8, 17.6
O=C(O)c1ccc(N(Cc2ccccc2)S(=O)(=O)c2ccccc2)cc1 is listed as 0.8&-4.4, 1.4&7.3
COc1cccc(OC)c1C(=O)Nc1cccc2c1CCCC2 is listed as -8.6, 73.4*

Next part:
SMILES | OX1R antag-1 | OX1R antag-2
Cc1noc(C)c1COc1ccc(C(=O)N(C)CCOc2ccccc2)cc1 | -18.5 | 5.9
O=C(CS(=O)(=O)c1ccccc1)N1CCN(c2ccccc2)CC1 | -15.0 | 13.8
O=C(O)CC(NS(=O)(=O)c1cccc2nsnc12)c1ccc(F)cc1 (configuration not stated) | -4.5 | 44.2
O=C(NC1CC1)C1=C[C@H](c2coc3ccccc3c2=O)C[C@H](OCc2ccc(CO)cc2)O1 | -43.4 | 38.1
Cc1ccc(NC(=O)Cn2c(/C=C/c3ccccc3)nc3ccccc32)cc1C | -22.4 | 16.9
CC(C)CCNC(=O)C(C)N(C(=O)c1snc(C(N)=O)c1N)c1cnc2ccccc2c1 (configuration not stated) | -24.3 | 13.8
CCOC(=O)C1CCN(C(=O)CNC(=O)c2nn(-c3ccc(OC)c(Cl)c3)c(=O)c3ccccc23)CC1 | -33.2 | 21.5
CC1CCN(S(=O)(=O)c2ccc(S(=O)(=O)N3CCCC3)cc2)CC1 | -9.8 | 8.2
COc1cccc(OCCNc2cc(N3CCOCC3)ccc2[N+](=O)[O-])c1 | -0.8 | 45.8
COc1ccccc1NC(=O)CSc1nnc(-c2ccc(C)cc2)o1 | -11.2 | 4.2
COc1ccc(CN(Cc2ccc(C(=O)O)cc2)C(=S)Nc2ccccc2F)cc1OC | -14.5 | 29.8
CC(=O)SC1CC(=O)N(c2c(C)cccc2C)C1=O (configuration not stated) | 5.5 | 0.9
Cc1ccc(S(=O)(=O)n2nnc3ccccc32)c(C)c1C | 2.4 | 8.5
O=C(COC(=O)/C=C/c1ccc(OC(F)F)cc1)NC1CCCCCC1 | -5.6 | 2.8
Cc1ccc(Cn2c(CCNc3nc(-c4ccc(C)cc4)cs3)nc3cc(C(=O)NCCCO)ccc32)cc1 | 7.2 | 8.3
CCCCNC(=O)c1ccc(NS(=O)(=O)c2ccc3[nH]c(=O)[nH]c3c2)cc1 | 4.5 | 20.6
COc1cc(/C=N/NC(=O)C(=O)N2CCCCCC2)ccc1O | 10.9 | 16.4
CCOC(=O)c1ccccc1NC(=O)CCNC(=O)Cn1cnc2ccccc2c1=O | -29.9 | 26.9
CN(C)c1ccc(CNS(=O)(=O)c2csc(C(N)=O)c2)cc1 | -15.4 | 13.4
N#Cc1ccc(NC(=O)COC(=O)CCNS(=O)(=O)c2ccccc2)cc1 | -4.4 | 22.9
COc1c(C)cc(C(=O)C2CCCN(Cc3c(C)n(C)n(-c4ccccc4)c3=O)C2)cc1C (configuration not stated) | -35.7 | 9.6
CC(=O)c1ccc(OCC(O)CN2C(C)(C)CC(O)CC2(C)C)cc1 (configuration not stated) | -7.2 | 6.6
COc1ccc(-c2cc(=O)oc3c(C)c(OCC(=O)Nc4cccnc4)ccc23)cc1 | -15.5 | 7.0
Cc1cc(C)n(-c2cccc(Cl)c2)c(=O)c1C#N | -18.2 | 13.4
Cc1cc(C)nc(N/N=C/C2=C(N3CCOCC3)C(=C/c3ccccc3)/CC2)n1 | -23.3 | 20.3
COc1ccc(N2CCN(c3ncnc4scc(-c5ccc(F)cc5)c34)CC2)cc1 | -40.9 | 17.7

Screens from PubChem BioAssay.
